High-throughput results deposited in PubChem by several laboratories.
hERG rescue: hERG rescue from dofetilide block, primary screen, cell-based, CHO-hERG, FluxOR thallium flux, dofetilide IC70 | Voltage-gated inwardly rectifying potassium channel KCNH2 (Homo sapiens), Q12809 | dofetilide IC70 present | activation (rescue from dofetilide block), less the hit threshold, % at 10 µM | actives 0.51% (n = 310,000) | AID 1511, 2009;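 active = activation above the mean of controls blocked by dofetilide plus 5 SD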;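 note: thallium influx through hERG after potassium depolarization seen as dye fluorescence rise; in these data hits start at about 4.7%; inactives centre near -7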
Target sequence (Q12809 whole entry, looked up): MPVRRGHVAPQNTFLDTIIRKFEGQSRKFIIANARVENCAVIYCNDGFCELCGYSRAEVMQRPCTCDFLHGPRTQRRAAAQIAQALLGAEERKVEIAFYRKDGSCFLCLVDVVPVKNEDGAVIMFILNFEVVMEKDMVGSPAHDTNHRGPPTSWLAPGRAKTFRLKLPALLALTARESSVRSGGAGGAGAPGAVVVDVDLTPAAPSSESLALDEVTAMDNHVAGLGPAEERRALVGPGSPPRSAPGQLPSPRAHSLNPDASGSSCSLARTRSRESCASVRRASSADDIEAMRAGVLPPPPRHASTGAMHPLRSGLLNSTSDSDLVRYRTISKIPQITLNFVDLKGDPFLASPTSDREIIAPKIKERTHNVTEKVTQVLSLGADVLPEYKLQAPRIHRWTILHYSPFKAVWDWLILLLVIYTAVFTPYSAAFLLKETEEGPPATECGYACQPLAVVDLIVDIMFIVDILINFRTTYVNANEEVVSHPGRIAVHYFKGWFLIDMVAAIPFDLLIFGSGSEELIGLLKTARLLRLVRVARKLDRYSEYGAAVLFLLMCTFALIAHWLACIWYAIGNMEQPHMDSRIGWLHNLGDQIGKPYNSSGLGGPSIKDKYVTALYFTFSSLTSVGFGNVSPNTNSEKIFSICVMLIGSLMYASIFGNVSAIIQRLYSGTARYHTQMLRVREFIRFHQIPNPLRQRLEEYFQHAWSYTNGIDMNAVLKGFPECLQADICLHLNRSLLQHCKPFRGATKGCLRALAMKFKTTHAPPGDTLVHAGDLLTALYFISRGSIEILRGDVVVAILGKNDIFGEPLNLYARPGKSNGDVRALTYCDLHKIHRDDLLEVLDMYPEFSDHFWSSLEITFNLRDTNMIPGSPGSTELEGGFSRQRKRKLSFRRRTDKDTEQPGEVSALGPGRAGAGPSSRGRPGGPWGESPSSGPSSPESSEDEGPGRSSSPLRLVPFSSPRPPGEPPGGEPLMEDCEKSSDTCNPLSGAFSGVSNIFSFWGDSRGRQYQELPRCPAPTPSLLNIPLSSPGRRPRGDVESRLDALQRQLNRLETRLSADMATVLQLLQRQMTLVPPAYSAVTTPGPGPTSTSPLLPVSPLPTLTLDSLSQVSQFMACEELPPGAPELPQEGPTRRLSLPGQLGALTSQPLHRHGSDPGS
KCNK9 inh: KCNK9 potassium channel inhibitors, primary screen, HEK293 cells, thallium flux | Potassium channel subfamily K member 9 (Homo sapiens), Q9NPC2 | FluxOR thallium flux fluorescence; active compounds read low | B-score at 10 µM | actives 1.2% (n = 310,000);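 active = ratio B-score over 3 SD below the library mean, with starting fluorescence within 5 SD of its mean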;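 note: negative B-score means less thallium flux so channel inhibition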
TRPC4 inh: inhibitors of mouse TRPC4 channel, primary screen, Fluo4 calcium, HEK293 TRPC4beta/mu-opioid cells | DAMGO-evoked Fluo4 calcium flux; active compounds read low | B-score at 10 µM | actives 0.39% (n = 300,000);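 active = B-score over 3 SD under the library average, no early fluorescence shift, positive overall ratio signal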
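Material: HEK293 cells with stable TRPC4beta plus mu-opioid receptor expression / Probe or stimulus: DAMGO in two steps, submaximal then maximal / Compound: single concentration per test compound / Technique: kinetic Fluo4 fluorescence imaging of calcium influx / Read-out: per-well B score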
Dyrk1A ADPGlo: rat Dyrk1A kinase inhibitors, primary screen, biochemical, single point, plate reader; Dual specificity tyrosine-phosphorylation-regulated kinase 1A (Rattus norvegicus), Q63470; ADP-Glo luminescence, NFATc1 peptide; inhibition, % at 12.5 µM; actives 0.43% (n = 310,000); AID 504441, 2011; in the data active = inhibition above about 50%;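 note: plate controls were vehicle with enzyme for no effect and no enzyme for full effect; many of its hits are not listed in these tables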
KCNQ1 block: inhibitors of human KCNQ1 channel, primary screen, cell-based, thallium flux, high-throughput; Potassium voltage-gated channel subfamily KQT member 1 (Homo sapiens), P51787; CHO-K1 KCNQ1, FluxOR thallium flux fluorescence; active compounds read high; actives 1.3% (n = 310,000); AID 2642, 2010; B-score at 10 µM;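 active = compounds whose thallium flux B-score, printed positive for inhibition, exceeds three library SD while starting fluorescence stays within three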;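 note: channel opened by potassium depolarization with thallium stimulus after 20 min compound exposure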
TRPC4 PAM: positive allosteric modulators of TRPC4, primary screen, cell-based, mouse TRPC4beta, HEK293 mu-opioid, Fluo-4 calcium | B-score at 10 µM | Short transient receptor potential channel 4 (Mus musculus), Q9QUQ5 | actives 0.42% (n = 310,000) | AID 2227, 2009 | DAMGO EC20, Fluo-4 Ca2+ flux; active compounds read high;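 active = B-score of calcium response area above 5 SD of library B-scores, with initial fluorescence ratio within 5 SD of library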;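 note: B-score of integrated fluorescence ratio over time as area under calcium response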
Platelet DG rel: inhibitors of platelet dense granule secretion, primary screen, cell-based, MLPCN, human platelets | actives 0.22% (n = 300,000) | inhibition, %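 (compounds screened at 7.5 µM in platelet-rich plasma)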 | human platelet-rich plasma, SFLLRN dense granule ATP release, luminescence;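 active = mean replicate score, as percent of positive control, at or above 50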
PolyA inh: polyadenylation inhibitors in yeast reporter cells, primary screen, luminescence, S. cerevisiae; AID 1875, 2009; actives 0.02% (n = 300,000); S. cerevisiae SKY197-pL101 polyadenylation reporter, beta-gal luminescence; efflux-impaired pdr1/pdr3 knockout yeast; score 100 = 6 SD above DMSO; calls only at 12 µM;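 active = lowest replicate activity score at least 50, where 100 means six control SD above control mean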;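 note: yeast exposed to compound for 9 h at 30 °C; higher score means more reporter readthrough which indicates perturbed polyadenylation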
KCNQ1 act: potentiators or activators of KCNQ1 channel, primary screen, cell-based, thallium flux, high-throughput; Potassium voltage-gated channel subfamily KQT member 1 (Homo sapiens), P51787; CHO-K1 KCNQ1, thallium flux FluxOR fluorescence; active compounds read high; B-score at 10 µM; actives 0.35% (n = 310,000);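 active = fluorescence ratio B-score, a plate-corrected score, at least three library SD, with initial intensity B-score within 5 SD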
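Material: CHO-K1 cells stably expressing KCNQ1. Medium: assay buffer for compound exposure, DMSO matched across wells. Reagent: K+/Tl+ depolarizing stimulus. Compound dosing: single-concentration screen. Times: 37 °C overnight plating, 90-min dark dye load, 20-min compound pretreatment. Technique: FluxOR Tl+ flux fluorescence.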
TRPC4 agonist: activators of mouse TRPC4 channel, primary screen, Fluo4 calcium, HEK293 TRPC4beta/mu-opioid cells; Short transient receptor potential channel 4 (Mus musculus), Q9QUQ5; Fluo4 calcium fluorescence; active compounds read high; B-score at 10 µM; actives 0.49% (n = 310,000); AID 2237, 2010;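 active = B-score above 5 SD of library B-scores, and initial fluorescence ratio not above library mean plus 5 SD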;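 note: positive B-score marks a calcium rise read as TRPC4 activation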
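Assay system: HEK293 cells stably co-expressing mouse TRPC4beta and mu-opioid receptor / Timing: Fluo4 dye loading 45 min at room temperature, 110 s recording / Signal: Fluo4 calcium-sensitive dye fluorescence, kinetic, 1 Hz baseline / Read-out: integrated baseline-normalised fluorescence ratio, converted to per-well B score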
KCNK3 block: human KCNK3 channel inhibitors, primary screen, CHO cells, FluxOR thallium flux, B-score; Potassium channel subfamily K member 3 (Homo sapiens), O14649; actives 0.84% (n = 340,000); B-score at 10 µM; FluxOR fluorescence; active compounds read low;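 active = B-score under library mean minus 4 SD, starting fluorescence ratio at most library mean plus 5 SD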;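 note: more negative B-score means stronger inhibition of thallium flux through KCNK3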
The depositor's hits bear a star; i = inactive; · = no result given. Not all compounds are listed. The share of hits here may be higher or lower than overall.

SMILES	hERG rescue	KCNK9 inh	TRPC4 inh	Dyrk1A ADPGlo	KCNQ1 block	TRPC4 PAM	Platelet DG rel	PolyA inh	KCNQ1 act	TRPC4 agonist	KCNK3 block
CC(NC1c2ccccc2-c2ccccc21)c1ccccc1 (stereo not given)	-10.5	i	i	2.2	i	i	-4.3	i	i	i	i
Cc1ccc(S(=O)(=O)N(C)CC(=O)OCC(=O)N2CC(=O)Nc3ccccc32)cc1	-8.2	i	i	7.7	i	i	4.7	i	i	i	i
CC(=O)OCCCN1C(=O)c2cccc3cc(Br)cc(c23)C1=O	-4.1	i	-6*	·	i	i	12.8	i	i	i	·
CC1CC(=O)N(CC(=O)NCc2ccccc2)c2ccccc2S1(=O)=O (stereo not given)	-4.9	i	i	1.8	i	i	-2.1	i	i	i	i
Cc1cc(-c2ccccc2)nc(N2CCC(C(=O)NCc3ccccc3Cl)CC2)n1	-2.4	i	i	·	i	i	0.1	i	i	i	·
CCOC(=O)C1=C(CS(=O)(=O)c2ccccc2)NC(=O)NC1c1ccc(OC)c(OC)c1 (stereo not given)	-9.3	i	i	-3.4	i	i	9.6	i	i	i	i
COc1ccc(CN2C(=O)c3cccnc3C2=O)cc1S(=O)(=O)NC1CCCCC1	-6.5	i	i	·	i	i	-4.8	i	i	i	i
COc1ccc(CCNC(=O)CCC2COc3ccccc3O2)cc1OC (stereo not given)	-7.3	i	i	3.8	i	i	7.1	i	i	i	i
CCCCNC(=O)CCCCCn1c(=O)[nH]c2cc(C(=O)OC)ccc2c1=O	-9.1	i	i	10.4	i	i	2.1	i	i	i	i
Cc1c(C(=O)Nc2ccc(Br)cc2)cnn1C	-5.2	i	i	-2.9	i	i	-3.9	i	i	i	i

2 neighbouring entries out of the list so far, quoted:
SMILES	hERG rescue	KCNK9 inh	TRPC4 inh	Dyrk1A ADPGlo	KCNQ1 block	TRPC4 PAM	Platelet DG rel	PolyA inh	KCNQ1 act	TRPC4 agonist	KCNK3 block
Cc1ccc(S(=O)(=O)N(C)CC(=O)OCC(=O)N2CC(=O)Nc3ccccc32)cc1	-8.2	i	i	7.7	i	i	4.7	i	i	i	i
CC(=O)OCCCN1C(=O)c2cccc3cc(Br)cc(c23)C1=O	-4.1	i	-6*	·	i	i	12.8	i	i	i	·

Going on with the list.
SMILES	hERG rescue	KCNK9 inh	TRPC4 inh	Dyrk1A ADPGlo	KCNQ1 block	TRPC4 PAM	Platelet DG rel	PolyA inh	KCNQ1 act	TRPC4 agonist	KCNK3 block
Cc1cccc2c1OCC/C2=N\NC(=O)COc1ccccc1Cl	-9.6	i	i	-7.6	i	i	2.0	i	i	i	i
COCCNc1nc(SCc2ccccc2)nc2sc3c(c12)CCC3	-12.7	i	i	-1.1	i	i	1.4	i	i	i	i
CC(C)(C)C(=O)CSc1nnc(-c2cccs2)n1CC1CCCO1 (stereo not given)	-11.2	i	i	1.9	i	i	-7.5	i	i	i	i
COc1ccccc1OC(=O)CN1C(=O)c2ccccc2C1=O	-13.1	i	i	-1.3	i	i	7.9	i	i	i	i
CN(C(=O)CC(NC(=O)c1ccccc1Cl)c1ccccc1)c1ccccc1 (stereo not given)	-12.7	i	i	7.3	i	i	-14.4	i	i	i	i
CNC(=S)N1CCN(CCNC2=CC(=O)CC(C)(C)C2)CC1	-5.3	i	i	4.4	i	i	4.9	i	i	i	i
Cc1[nH]n(-c2ccccc2)c(=O)c1N=Nc1ccc2c(c1)OCCO2	-1.9	i	i	-0.3	i	i	-6.9	i	i	i	i
CCn1cc(/C=N/NS(=O)(=O)c2ccc(C)cc2)c(C)n1	-8.7	i	i	18.5	i	i	1.8	i	i	i	i
CC1(C)CC(=O)C2=C(C1)N=C1SCCC(=O)N1C2c1ccc(C(F)(F)F)cc1 (stereo not given)	-4.7	i	i	3.2	i	i	-0.1	i	i	i	i
CC(C)(C)c1cc(C(=O)N/N=C/c2cc3c(cc2Br)OCO3)n[nH]1	-15.3	i	i	·	i	i	-5.5	i	i	i	i
Cc1ccccc1C(=O)Nc1ccc(C(=O)N/N=C/c2ccncc2)cc1	-6.4	i	-6*	3.6	i	i	5.8	i	i	i	i
Cc1cnc(C(=O)OCc2ccc(COC(=O)c3cnc(C)cn3)cc2)cn1	-11.4	i	i	-1.6	i	i	-7.4	i	i	i	i
COC(=O)[C@H](Cc1c[nH]c2ccccc12)NC(=O)NCc1ccc(OC)c(OC)c1	-5.8	i	i	-1.3	i	i	-3.5	i	i	i	i
O=C(CN(C1CCCCC1)S(=O)(=O)c1ccc(F)cc1)NCCCO	0.0	i	i	-8.0	i	i	-17.4	i	i	i	i
O=C(c1coc2ccc(O)cc12)C1CC1	-10.3	i	i	38.1	i	i	2.4	i	i	i	i
COC(=O)c1sc(NC(=O)CSc2n[nH]c(N)n2)c(C(=O)OC)c1C	-11.7	i	i	·	i	i	11.3	i	i	i	i
Cc1ccc(-c2noc(=O)n2CC(=O)Nc2ccc(S(=O)(=O)NC3CC3)cc2)cc1	-3.0	i	i	9.8	i	i	2.9	i	i	i	i
Cc1ccc(NC(=O)c2c(C(F)(F)F)nn(C)c2Cl)cc1C	-7.3	i	i	-5.5	i	i	2.4	i	i	i	i
Cc1ccccc1-c1nnc(Cc2ccccc2)o1	-2.2	i	i	-3.6	i	i	-0.5	i	i	i	i
Cc1cccc(-n2c(C)cc(C)c(C#N)c2=O)c1	-8.9	i	i	-2.7	i	i	-3.6	i	i	i	i
CCC(=O)c1ccc(N2CCN(C(=O)c3ccc(F)cc3)CC2)c(F)c1	-12.4	i	i	-5.8	i	i	-4.8	i	i	i	i
CSc1ncc2c(=O)[nH]c(-c3ccccc3)nc2n1	-7.5	i	i	3.1	i	i	-8.4	i	i	i	i
Cc1ccc(NC(=O)c2cc3ccccc3o2)nc1	-4.3	i	i	10.4	i	i	-7.1	i	i	i	i
COc1cc(NC(=O)COn2nnc3ccc(S(C)(=O)=O)cc32)cc(OC)c1	-8.2	i	i	·	i	i	13.2	i	i	i	i
O=C(NCN1CCc2ccccc2C1)c1cnccn1	1.5	i	i	-0.2	i	i	-1.6	i	i	i	i
CCOc1ccc(C2NC(=O)NC(C)=C2C(=O)OC)cc1C (stereo not given)	-9.7	i	i	5.5	i	i	-2.4	i	i	i	i
CCc1ccc(NC(=O)c2ccc3ncsc3c2)cc1	-4.6	i	i	·	i	i	-0.5	·	i	i	·
O=C(c1cc(-c2ccc(O)cc2)on1)N1CCCc2ccccc21	-26.2	i	i	0.6	i	i	-1.0	i	i	i	-9.08*
COC(=O)Cc1ccc(OC(=O)CCS(=O)(=O)c2ccc(Cl)cc2)cc1	-16.9	i	i	14.0	i	i	-6.0	i	i	i	i
COC(=O)c1cc(OC)c(OC)cc1NC(=S)N1CCN(C/C=C/c2ccccc2)CC1	-10.9	i	i	-8.7	i	i	4.4	i	i	i	i
Cc1csc(NC(=O)CCN2C(=O)c3ccccc3S2(=O)=O)n1	-0.7	i	i	1.2	i	i	4.2	i	i	i	i
O=C(NCc1ccco1)c1ccc(CS(=O)Cc2ccc(Cl)cc2)o1 (stereo not given)	-8.9	i	i	1.0	i	i	-1.2	i	i	i	i
COc1ccc([N+](=O)[O-])cc1NC(=O)Nc1cccc(Cl)c1	-9.9	i	i	-4.0	i	i	-23.9	i	i	i	i
CN(c1cccnc1)c1ncnc2[nH]ncc12	-9.1	i	i	4.4	i	i	-17.0	i	i	i	i
O=C(CSc1ccc(Br)cc1)Nc1ccccc1N1CCOCC1	-1.8	i	i	-2.2	i	i	-7.2	i	i	i	i
O=C(/C=C/c1ccc(Cl)cc1)NCc1cccs1	-6.7	i	i	-1.8	i	i	-11.6	i	i	i	i
CC(=O)Nc1sc(C)c(C)c1CN1CCN(S(=O)(=O)c2ccccc2)CC1	-9.1	i	i	7.6	i	i	1.7	i	i	i	i
COC(=O)c1oc2ccc(Br)cc2c1NC(=O)CCN1CCOCC1	-18.3	i	i	-2.5	i	i	-2.4	i	i	i	i
COc1ccccc1NC(=O)c1ccc(NC(=O)c2cc3c(s2)CCC3)cc1	-11.2	i	i	-4.0	i	i	-3.6	i	i	i	i
CN(C)c1ccc(/C=N/NC(=O)CSc2ccccn2)cc1	0.2	i	i	·	i	i	0.7	i	i	i	i
Cn1c(=O)n(C)c2cc(N3CCCCC3)c(NC(=O)c3cccc(Cl)c3)cc21	-7.0	i	i	0.7	i	i	9.8	i	i	i	i
Cc1cc(C)nc(SCc2nnc(SCC(=O)N3CCCc4ccccc43)o2)n1	-6.3	i	i	35.2	i	i	-14.1	i	i	i	i
CC(=O)C1=C(O)C(=O)N(Cc2cccnc2)C1c1ccc(C(C)C)cc1 (stereo not given)	-8.3	i	i	-1.4	i	i	0.8	i	i	i	i
Cn1c(=O)oc2cc(S(=O)(=O)NC3CCCc4ccccc43)ccc21 (stereo not given)	-8.1	i	i	-4.2	i	i	6.9	i	i	i	i
COc1ccc(C(=O)NCCN2CCCC2)cc1	-1.1	i	i	-2.8	i	i	1.9	i	i	i	i
CCOc1ccc(CCNS(=O)(=O)c2ccc(-c3ccc(=O)[nH]n3)o2)cc1OCC	0.1	i	i	-5.0	i	i	3.0	i	i	i	i
COc1ccccc1-c1cn[nH]c1-c1ccc(OCc2ccc([N+](=O)[O-])cc2)cc1O	-7.6	i	i	-4.8	i	i	2.8	i	i	i	i
CC(=O)Nc1nc2ccc(S(=O)(=O)N3CCCCC3)cc2s1	-9.9	i	i	3.2	i	i	-4.3	i	i	i	i
COc1ccc(S(=O)(=O)N2CCOC2CNC(=O)C(=O)NCc2ccco2)cc1 (stereo not given)	-12.3	i	i	3.7	i	i	-5.3	i	i	i	i
